# Assay outcomes from PubChem BioAssay.
# Mito fusion act: inhibitors of mitochondrial division or activators of mitochondrial fusion. Potency, µM (top dose mostly 46.1 µM), for inactives: top-dose growth rescue (activation), actives largely listed as activators. 320,000 tested, 0.23% active. S. cerevisiae fusion-defective mutant growth rescue, CellTiterGlo 48 h;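 also: potency is read from the fitted curve at half-maximal effect; % of control where 0% means no effect; nearly all actives have a fitted effect of over 45% in size; temperature-sensitive fusion mutants such as fzo1-1 at 37 °C on non-fermentable ethanol glycerol medium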
#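 Luminescent cell viability in 1536-well qHTS format served as the measure of rescued growth in ts fusion-mutant S. cerevisiae cultured on non-fermentable YPEG for 48 hours at 37C.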
# MLL CXXC-DNA inh: blocks binding of human MLL CXXC domain to DNA | Potency, µM (highest dose often 115 µM), for inactives: at the highest dose activity change, negative = inhibition, usual class: inhibitors | 290,000 tested, 0.037% active | MLL-CXXC / FITC-HOXA9 DNA fluorescence polarization | AID 2662 | Q03164; active = well fitted inhibition curve with a large enough effect in the polarisation, with a control signal flat, not every such curve was filed as active; inconclusive = small, poorly fitted or top-dose-only effect, or effect the other way, or a change in a side signal; inactive = no such curve, though single readings can be large or run the other way; the % refers to the polarisation; also: potency is read from the fitted curve at half-maximal effect
# Target sequence (Q03164 whole entry, looked up, the tested form may be a part): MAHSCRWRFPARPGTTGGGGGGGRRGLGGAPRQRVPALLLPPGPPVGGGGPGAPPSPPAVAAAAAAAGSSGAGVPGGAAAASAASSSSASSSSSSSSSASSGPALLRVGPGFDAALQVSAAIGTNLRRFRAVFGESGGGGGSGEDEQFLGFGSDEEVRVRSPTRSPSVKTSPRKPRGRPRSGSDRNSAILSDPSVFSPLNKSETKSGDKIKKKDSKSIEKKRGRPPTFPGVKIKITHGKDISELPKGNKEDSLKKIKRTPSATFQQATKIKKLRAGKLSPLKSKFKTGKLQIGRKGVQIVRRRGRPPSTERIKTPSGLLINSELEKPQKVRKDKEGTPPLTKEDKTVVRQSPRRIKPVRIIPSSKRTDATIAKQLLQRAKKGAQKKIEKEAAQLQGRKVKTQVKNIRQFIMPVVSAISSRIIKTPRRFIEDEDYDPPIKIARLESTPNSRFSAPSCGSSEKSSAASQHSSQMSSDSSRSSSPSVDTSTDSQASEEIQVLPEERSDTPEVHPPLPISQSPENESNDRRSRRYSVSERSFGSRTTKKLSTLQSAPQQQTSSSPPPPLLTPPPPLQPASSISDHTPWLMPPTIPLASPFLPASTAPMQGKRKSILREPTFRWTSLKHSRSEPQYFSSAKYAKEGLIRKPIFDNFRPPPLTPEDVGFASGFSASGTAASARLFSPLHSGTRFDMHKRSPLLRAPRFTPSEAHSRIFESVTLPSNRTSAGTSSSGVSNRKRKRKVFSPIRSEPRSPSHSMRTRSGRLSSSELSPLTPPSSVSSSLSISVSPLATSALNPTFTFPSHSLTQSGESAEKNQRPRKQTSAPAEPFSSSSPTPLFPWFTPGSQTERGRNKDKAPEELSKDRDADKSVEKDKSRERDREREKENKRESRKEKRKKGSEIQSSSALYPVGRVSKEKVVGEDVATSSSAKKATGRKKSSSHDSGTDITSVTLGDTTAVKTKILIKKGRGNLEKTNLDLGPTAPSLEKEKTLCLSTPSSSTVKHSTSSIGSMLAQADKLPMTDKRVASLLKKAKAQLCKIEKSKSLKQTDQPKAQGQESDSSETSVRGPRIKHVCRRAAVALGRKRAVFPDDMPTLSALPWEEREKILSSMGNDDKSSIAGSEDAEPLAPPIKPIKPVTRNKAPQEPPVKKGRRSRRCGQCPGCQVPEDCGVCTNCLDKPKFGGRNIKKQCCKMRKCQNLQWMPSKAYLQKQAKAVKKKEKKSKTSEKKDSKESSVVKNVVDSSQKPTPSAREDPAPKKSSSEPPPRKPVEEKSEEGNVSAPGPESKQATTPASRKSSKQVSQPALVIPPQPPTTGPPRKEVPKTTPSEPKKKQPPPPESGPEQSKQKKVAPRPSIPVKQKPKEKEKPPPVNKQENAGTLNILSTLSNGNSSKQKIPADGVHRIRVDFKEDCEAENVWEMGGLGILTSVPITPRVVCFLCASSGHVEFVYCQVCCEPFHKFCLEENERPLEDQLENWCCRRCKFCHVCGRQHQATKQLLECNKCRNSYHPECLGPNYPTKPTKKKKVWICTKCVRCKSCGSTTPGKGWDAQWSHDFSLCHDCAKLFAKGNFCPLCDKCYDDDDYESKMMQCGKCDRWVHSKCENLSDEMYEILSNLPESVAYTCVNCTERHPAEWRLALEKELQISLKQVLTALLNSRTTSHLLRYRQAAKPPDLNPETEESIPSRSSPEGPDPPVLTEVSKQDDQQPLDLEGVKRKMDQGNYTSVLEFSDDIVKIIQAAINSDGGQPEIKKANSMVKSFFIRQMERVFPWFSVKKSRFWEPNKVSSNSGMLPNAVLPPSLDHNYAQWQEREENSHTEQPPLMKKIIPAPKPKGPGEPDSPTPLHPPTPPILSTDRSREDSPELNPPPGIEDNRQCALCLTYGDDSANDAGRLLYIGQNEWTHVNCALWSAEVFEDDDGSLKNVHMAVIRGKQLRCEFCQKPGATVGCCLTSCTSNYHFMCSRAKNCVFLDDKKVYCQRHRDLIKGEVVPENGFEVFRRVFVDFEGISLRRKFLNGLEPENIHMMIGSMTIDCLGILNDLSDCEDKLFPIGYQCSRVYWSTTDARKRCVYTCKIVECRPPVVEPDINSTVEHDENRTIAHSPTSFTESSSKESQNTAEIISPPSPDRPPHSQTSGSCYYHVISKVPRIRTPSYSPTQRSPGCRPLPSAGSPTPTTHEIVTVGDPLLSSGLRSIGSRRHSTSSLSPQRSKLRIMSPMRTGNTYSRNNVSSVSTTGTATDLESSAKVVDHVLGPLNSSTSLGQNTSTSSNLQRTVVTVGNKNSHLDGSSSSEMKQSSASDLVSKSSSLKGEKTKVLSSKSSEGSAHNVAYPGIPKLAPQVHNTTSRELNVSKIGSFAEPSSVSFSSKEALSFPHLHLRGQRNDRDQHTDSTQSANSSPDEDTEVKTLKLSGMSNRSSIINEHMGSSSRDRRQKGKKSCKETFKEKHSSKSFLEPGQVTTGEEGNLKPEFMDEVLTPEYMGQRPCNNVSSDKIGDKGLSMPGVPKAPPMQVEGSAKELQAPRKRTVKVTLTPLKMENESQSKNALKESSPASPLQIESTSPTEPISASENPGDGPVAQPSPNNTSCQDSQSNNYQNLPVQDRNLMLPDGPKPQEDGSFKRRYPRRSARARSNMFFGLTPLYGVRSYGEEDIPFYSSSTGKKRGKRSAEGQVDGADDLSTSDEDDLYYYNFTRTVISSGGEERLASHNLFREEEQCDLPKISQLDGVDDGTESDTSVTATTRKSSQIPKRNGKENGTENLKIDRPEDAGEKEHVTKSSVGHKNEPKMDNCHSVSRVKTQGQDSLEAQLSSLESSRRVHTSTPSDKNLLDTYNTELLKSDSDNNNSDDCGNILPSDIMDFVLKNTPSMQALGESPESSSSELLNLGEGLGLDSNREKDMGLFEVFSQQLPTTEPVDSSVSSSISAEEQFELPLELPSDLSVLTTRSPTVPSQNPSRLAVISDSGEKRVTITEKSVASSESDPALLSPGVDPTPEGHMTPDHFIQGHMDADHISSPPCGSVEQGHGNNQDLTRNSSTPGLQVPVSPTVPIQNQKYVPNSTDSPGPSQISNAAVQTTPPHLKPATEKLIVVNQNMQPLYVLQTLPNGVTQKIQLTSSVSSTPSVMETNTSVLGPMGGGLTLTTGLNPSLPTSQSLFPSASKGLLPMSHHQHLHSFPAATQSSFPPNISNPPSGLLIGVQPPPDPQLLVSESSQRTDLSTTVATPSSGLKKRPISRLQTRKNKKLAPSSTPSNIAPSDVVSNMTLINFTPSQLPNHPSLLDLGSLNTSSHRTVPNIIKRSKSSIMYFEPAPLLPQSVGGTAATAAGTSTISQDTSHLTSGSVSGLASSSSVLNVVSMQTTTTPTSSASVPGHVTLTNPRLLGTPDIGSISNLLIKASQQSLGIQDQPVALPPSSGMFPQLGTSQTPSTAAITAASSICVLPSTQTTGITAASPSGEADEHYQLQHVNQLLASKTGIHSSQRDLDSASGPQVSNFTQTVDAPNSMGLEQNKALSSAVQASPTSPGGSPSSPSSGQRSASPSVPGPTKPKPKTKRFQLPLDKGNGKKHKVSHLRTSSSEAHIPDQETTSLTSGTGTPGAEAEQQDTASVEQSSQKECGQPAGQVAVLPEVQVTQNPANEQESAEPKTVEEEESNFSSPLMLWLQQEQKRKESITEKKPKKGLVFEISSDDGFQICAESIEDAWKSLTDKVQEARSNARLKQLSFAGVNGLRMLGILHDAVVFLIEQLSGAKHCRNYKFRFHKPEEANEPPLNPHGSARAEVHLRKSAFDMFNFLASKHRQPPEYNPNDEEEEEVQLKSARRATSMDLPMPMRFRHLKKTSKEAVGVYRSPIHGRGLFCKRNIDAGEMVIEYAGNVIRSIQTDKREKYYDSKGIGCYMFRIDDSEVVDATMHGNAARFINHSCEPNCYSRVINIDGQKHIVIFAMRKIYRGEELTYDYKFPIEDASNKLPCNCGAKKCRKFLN
#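 Steps: dispense CXXC domain solution (7 uM) → pin compounds or unlabeled HOX-A9 DNA control → 5 min ambient → add FLSN-HOX-A9 solution (50 nM) → spin → 30 min ambient → fluorescence polarization. Tris pH 7.5/NaCl/DTT/BSA buffer.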
# S-ASM inh: inhibitors of human secretory acid sphingomyelinase | P17405 | placental ASM, HMU-PC fluorogenic substrate, 60 min | Potency, µM (series often up to 57.5 µM), inactives show at the top dose activity change, negative = inhibition, usual class: inhibitors | 340,000 tested, 0.006% active; also: potency is read from the fitted curve at half-maximal effect
#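 Human placenta-derived ASM enzyme was preincubated with compound for 10 minutes at room temperature, then given fluorogenic substrate HMU-PC0 (9 uM final) for 60 minutes at 37 °C; a pH 10 stop preceded fluorescence reading at Ex 386/Em 447 nm.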
# a7 integrin act: activates integrin-mediated alleviation for muscular dystrophy; alpha7betagal myoblasts, beta-gal FDG fluorescence, 48 h; Potency, µM (titrated, usually from 38.3 µM), without a hit: at the highest dose activation, most hits filed as activators; 350,000 tested, 0.064% active; AID 624291;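 also: potency is read from the fitted curve at half-maximal effect; 100% = response of the positive control SU9516; nearly all actives have a fitted effect of over 60% in size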
#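 Alpha7betagal+/- myoblasts (passage 13) were plated 16-24 hr, then exposed to compounds (1:260 dilution of DMSO stock) for 48 hours at 37C. After MPER lysis, β-galactosidase reporter activity was read as FDG fluorescence (ex 480/em 540) after 30 minutes.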
# Menin-MLL TR inh: inhibitors of human menin-MLL interaction, mutant MLL peptide. Menin + Texas Red MLL mutant peptide, fluorescence polarization. Potency, µM (doses to about 61.6 µM), inactives show at the top dose FP activity change, negative = inhibition, usual class: inhibitors. 270,000 tested, 0.23% active; active = well fitted inhibition curve with a large enough effect in the polarisation, with a control signal flat, not every such curve was filed as active; inconclusive = small, poorly fitted or top-dose-only effect, or effect the other way, or a change in a side signal; inactive = no such curve, though single readings can be large or run the other way; the % refers to the polarisation; also: potency is read from the fitted curve at half-maximal effect; % of control where 0% means no effect; many of its hits are not listed in these tables
# MBNL1-CUG inh: inhibitors of human MBNL1 binding to CUG repeat RNA. Q9NR56. 280,000 tested, 0.036% active. AID 2675. Potency, µM (highest dose often 57.5 µM), inactives show at the highest dose activity change, negative = inhibition, actives largely listed as inhibitors. TR-FRET MBNL1-His/biotin-(CUG)12 binding, 665/545 ratio; active = well fitted inhibition curve with a large enough effect in the signal ratio, with a control signal flat, not every such curve was filed as active; inconclusive = small, poorly fitted or top-dose-only effect, or effect the other way, or a change in a side signal; inactive = no such curve, though single readings can be large or run the other way; the % refers to the signal ratio; also: potency is read from the fitted curve at half-maximal effect; % is scaled to controls: 0 for no effect and ±100 for the full control effect
#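 Ratiometric TR-FRET (665 over 545 nm, excitation 340 nm) tracks disruption of MBNL1-His/biotin-(CUG)12 complex after 60 min at room temperature, with compounds at 92 nM to 58 uM final.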
# A-T KAP1 phos: potential ataxia-telangiectasia treatment; AID 485349; […] A-T fibroblasts, KAP-1 phosphorylation AlphaLISA; neocarzinostatin DNA damage 30 min before lysis; 320,000 tested, 0.19% active; Potency, µM (top dose mostly 57.5 µM), inactives show at the top dose activation, hits mostly activators; also: potency is read from the fitted curve at half-maximal effect; % of control where 0% means no effect; nearly all actives have a fitted effect of over 45% in size
#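 hTERT-immortalized A-T patient fibroblasts ([…]), 500 cells/well in OPTI-MEM, 1% FBS, got compounds for 60 min, then NCS for 30 min at 37C. Lysates were then assayed for phospho-KAP-1 by AlphaLISA (anti-pKAP1 donor, anti-KAP1 acceptor beads), 6 hr at 25C.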
# TSHR antagonist: blocks TSH signaling through the human TSH receptor. AID 504810. P16473. activity change, negative = inhibition, % at 11.5 µM. TSHR-expressing cells, TSH-stimulated cAMP HTRF, 2 h; hits give low values. 330,000 tested, 0.2% active;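 active = activity change below a set negative limit, meaning inhibition stronger than a set level, cut at about -70% in these data; inconclusive = activity change between two set negative limits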; also: % is scaled to controls: 0 for no effect and ±100 for the full control effect
#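 Cell-based HTRF cAMP assay; TSHR cells + compound, TSH EC80 (4nM final), 2 h, 37 deg C. Lysis with anti-cAMP cryptate and cAMP-d2, 30 min RT, read 665/620 nm.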
# TCR act: activates T cell receptor signaling; primary human leukocytes, anti-CD3, IL-2 HTRF, 48 h; Potency, µM (top dose mostly 9.22 µM), without a hit: top-dose activation of IL-2 secretion, actives largely listed as activators; 330,000 tested, under 10 active; AID 504894; also: % of control where 0% means no effect
#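 Primary human leukocytes incubated 48 hr with anti-CD3 beads plus compound, without co-stimulation. Secreted IL-2 measured by HTRF (europium cryptate/d2 anti-IL-2 pair, 320 nm excitation, 665 nm emission).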
# PTAP TSG101 blk: blocks PTAP/TSG101 interaction to inhibit HIV-1 budding; Q99816; Fluorescence polarization, FITC-PTAP peptide / Tsg101 binding; Potency, µM (series often up to 115 µM), for inactives: at the highest dose activity change, negative = inhibition, usual class: inhibitors; 340,000 tested, under 10 active; active = well fitted inhibition curve with a large enough effect in the main read-out, with a control signal flat, not every such curve was filed as active; inconclusive = small, poorly fitted or top-dose-only effect, or effect the other way, or a change in a side signal; inactive = no such curve, though single readings can be large or run the other way; also: potency is read from the fitted curve at half-maximal effect; % of control where 0% means no effect
#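 Fluorescence anisotropy tracks displacement of a FITC-tagged PTAP peptide (50 nM) from the Tsg101 binding domain (10 uM), following a 20 min room-temperature incubation at pH 7.5.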
# * marks the source's active call; other numbers are inactive results; ? = inconclusive; / = no result given; & = joins results of further samples; [ ] = dose if it differs, or a comment. Unless noted, calls follow the shape of the dose curve; as a rule, active = well fitted curve in the direction sought with a large enough effect; inconclusive = small, poorly fitted or top-dose-only effect, or another doubt; inactive = no such curve, though single readings can be large; an effect the other way counts as inactive or inconclusive.
SMILES,Mito fusion act,MLL CXXC-DNA inh,S-ASM inh,a7 integrin act,Menin-MLL TR inh,MBNL1-CUG inh,A-T KAP1 phos,TSHR antagonist,TCR act,PTAP TSG101 blk
FC(F)Oc1ccc(NC(=S)NCc2nc3ccccc3[nH]2)cc1,-1.5%,10.7%,3.9%,-3.3%,14.0%,-0.5%,-0.7%,11.4,-1.3%,-1.1%
Cc1ccc(N(C)S(=O)(=O)c2cccc(C(=O)Nc3nc4ccccc4[nH]3)c2)cc1,20µM*,4.0%,-8.0%,-51.2%[inhibitor],?,?,10.4%,-3.9,-3.8%[46.1 µM],0.2%
COc1ccc(NC(=O)CN(Cc2ccco2)Cc2ccco2)cc1S(=O)(=O)N1CCCCC1,6.5%,/,-0.6%,-16.9%,/,/,-1.1%,0.4,1.6%,2.8%
Cc1cccc(N2C(S)=C(C#N)C(=O)NC23CCCCC3)c1,4.5%,-2.3%,6.3%,2.2%,-0.1%,-1.5%,-3.0%,20.9,0.2%[46.1 µM],-5.5%
Cc1cccc2cc(CN(C(=O)c3cnccn3)C3CCCCC3)c(Cl)nc12,15.5%,-3.3%,-1.7%,-20.4%,4.1%,-9.1%,3.0%,4.8,1.2%,-4.8%
Cc1ccc(S(=O)(=O)N2CCCC2CO)cc1 (configuration not stated),2.0%,-5.3%,0.0%,0.0%,-23.6%,0.4%,3.6%,3.7,-2.2%,-9.1%
Cc1onc(-c2ccccc2)c1C(=O)N1CCN(c2ccccc2)CC1,3.3%,10.2%,/,-1.6%,/,3.1%,0.8%,-6.0,-6.7%,-3.6%
CN(C)Cc1cn(CCC(=O)O)c2ccccc12,/,/,2.4%,-12.9%,/,/,/,/,1.3%,-8.7%
CCOc1ccc(OC(=O)c2cccnc2)cc1,-2.2%,37.0%[activator],1.6%,-13.3%,-3.5%,4.1%,-2.7%,-1.0,/,-11.4%
CC(C)CCNC(=O)CN(C(=O)Cn1nnc(-c2ccc(F)cc2)n1)C1CCCC1,2.7%,-10.5%,1.2%,14.9%,-13.6%,-8.0%,3.2%,-0.5,-6.7%,-3.7%
CC(C)(CNC(=O)CNC(=O)c1ccccc1F)N1CCOCC1,5.1%,/,3.3%,1.9%,/,/,5.6%,2.3,/,1.0%
O=C(Nc1ccc2c(c1)C(=O)N(CC1CCCO1)C2=O)c1cccc(Br)c1 (configuration not stated),8.2%,?,-7.0%,19.8%,45.0%[activator],?,2.7%,-21.8,-1.1%,-5.7%
Cc1ccccc1CS(=O)(=O)Cc1ccc(C(=O)NCCCN2CCCC2=O)o1,-1.1%,-0.6%,3.9%,-16.2%,-9.9%,-0.7%,-3.2%,7.1,1.7%,-1.2%
Cc1nc(NCC2CC2)c2nnn(Cc3ccccc3)c2n1,1.5%,-3.5%,-4.0%,-7.6%,16.2%,-2.8%,4.2%,-15.0,-0.4%,-3.1%
COc1ccc(CCn2c(NCCCN3CCOCC3)nc3c2c(=O)[nH]c(=O)n3C)cc1,-8.3%,1.1%,2.6%,-14.1%,0.7%,-0.6%,-2.3%,-0.2,-1.4%,-4.2%
COc1ccccc1-c1sc2ccccc2c1-c1ccc(O)cc1,/,/,-9.5%,-8.6%,/,/,16.4%,34.0,-6.2%,-1.1%
CC(C)Oc1ccc(CCNC(=O)C2CCC(=O)N(C3CCCCCC3)C2)cc1 (configuration not stated),0.3%,-0.2%,0.7%,-23.6%,-1.2%,-6.8%,-7.6%,-15.2,-2.9%,-1.3%
CCOc1ccccc1N1CCN(C(=O)CNC(=O)c2ccccc2F)CC1,7.7%,-2.9%,1.4%,-30.1%,/,2.9%,11.0%,-5.5,13.4%,-7.0%
Cc1nn(-c2ccc(C(=O)O)cc2)c(C)c1Cl,4.0%,9.0%,8.8%,16.4%,?,7.1%,-3.1%,-0.3,2.9%,-6.8%
CC(=O)c1ccc(-c2ccc(C(=O)NCC(c3ccco3)N(C)C)o2)cc1 (configuration not stated),/,/,8.5%,-16.2%,/,/,16.6%,-9.8,-3.3%,-4.1%
CCOc1ccccc1N=C1SCC(C)N1C(=O)C1CCN(c2ncnc3sc(C)c(C)c23)CC1 (configuration not stated),/,/,-0.9%,0.0%,/,/,/,/,-9.1%,-0.3%
O=C(CSc1ncn[nH]1)NCCc1ccccc1,-6.4%,0.8%,2.5%,-13.5%,3.4%,-1.4%,-1.0%,-0.8,-0.1%,-8.4%
COc1ccc(C(CNC(=O)c2sccc2C)N2CCOCC2)cc1 (configuration not stated),1.0%,/,0.4%,-13.6%,/,/,0.2%,9.8,-0.3%,-2.3%
COc1ccccc1CC(=O)Nc1ccc(S(=O)(=O)N2CCOCC2)cc1,1.9%,-3.6%,-1.0%,18.9%,12.1%,-7.0%,-3.6%,6.0,-2.2%,-6.3%
CS(=O)(=O)N(CC(=O)NCc1ccc2c(c1)OCO2)c1ccccc1,-7.1%,-0.1%,1.2%,3.2%,-6.9%,-1.2%,4.7%,-9.4,0.8%,-2.9%
COc1ccc(/C(O)=C2/C(=O)C(=O)N(CCCN3CCOCC3)C2c2ccc(OC)cc2)cc1 (configuration not stated),0.1%,-2.1%,-0.4%,-21.4%,2.8%,12.1%,0.4%,0.1,-0.9%,-3.9%
COCC(=O)N(C)c1nnc(-c2ccc([N+](=O)[O-])cc2)s1,3.9%,4.0%,1.3%,8.7%,-9.9%,?,1.7%,-1.7,/,-10.9%
CC(C)(C)c1cnnn1-c1ccc(NC(=O)c2ccc3c(c2)OCO3)cc1,4.2%,-4.2%,-10.6%,-10.0%,-10.9%,7.4%,1.8%,-4.3,/,-1.4%
Cc1ccccc1C(=O)Nc1cccc(NC(=O)c2ncn[nH]2)c1,-2.4%,-9.2%,1.2%,10.7%,-19.8%,3.0%,3.4%,-6.1,-2.6%,-4.7%
O=C(COc1ccc(Br)cc1Cl)NC(=O)Nc1ccc2c(c1)OCCO2,2.5%,23.3%,3.4%,-5.8%,18.8%,-5.2%,-2.3%,-1.3,4.3%,-2.5%
Cc1ccc(-c2nc(NC(=O)c3cc(C(C)(C)C)nn3C)sc2C)cc1Cl,-2.3%,-12.1%,-2.3%,28.8%,/,/,13.0%,-0.4,3.4%,0.2%
CCOc1ccc(CC(=O)C2=C(N3CCOCC3)CC(C)(C)CC2=O)cc1OCC,8.5%,-5.4%,4.4%,-3.0%,-8.5%,-4.7%,1.5%,4.2,-0.8%,1.1%
CCCCN(C)C/C(O)=C(\C#N)c1nc(-c2ccccc2)cs1,-0.4%,-0.4%,5.5%,-8.9%,?,6.2%,/,1.4,-9.9%,0.3%
Nc1c(C(=O)CSc2nnc(Cc3ccccc3)o2)c(=O)[nH]c(=O)n1C1CC1,-4.9%,/,3.0%,-16.2%,/,/,6.0%,-4.2,-5.8%,-3.7%
CCCCNC(=O)COCc1cc(-c2ccc3c(c2)OCO3)on1,-7.9%,-2.9%,-4.7%,-9.8%,-15.8%,-0.4%,22.7%,-1.3,3.6%,-4.6%
C=CCOc1c(CNn2nnnc2N)cccc1OC,0.5%,-1.8%,4.9%,0.6%,0.0%,?,/,20.4,2.2%[46.1 µM],-1.5%
COc1cccc(/C=N/Nc2nn3cnnc3c3ccccc23)c1,0.8%,4.9%,-6.2%,-19.5%,-19.9%,?,/,-2.2,-2.5%,-5.5%
CCN(c1ccccc1)S(=O)(=O)c1ccc(Oc2ccc(C(C)=O)cc2OC)nc1,10.1%,/,-0.7%,12.3%,/,/,7.6%,5.5,-6.8%,-1.7%
O=c1[nH]c2ccccc2c2ccccc12,-36.7%&-4.8%[inhibitor],-4.7%&-1.0%,0.1%,-12.7%,?,-3.5%,15.7%,4.4&4.6,3.5%,-7.0%
O=C1NC(=Nc2ccc(F)cc2)CS1,-3.0%,1.9%,1.8%,5.2%,-4.6%,-1.7%,1.3%,-1.0,7.7%,0.0%
Cc1ccc2c(CC(=O)OC(C)C(=O)NCc3ccc4c(c3)OCO4)coc2c1 (configuration not stated),2.9%,1.1%,-2.1%,5.0%,1.4%,2.1%,1.8%,0.8,-2.4%,-1.9%
CC(=O)Nc1ccc(S(=O)(=O)NCc2nc(-c3ccccc3)no2)cc1,1.4%,11.0%,-0.3%,26.7%,7.3%,-0.3%,-1.3%,-4.9,-6.6%,-0.8%
C[C@@H]1O[C@@H](Oc2c(-c3cc(O)c(O)c(O)c3)oc3cc(O)cc(O)c3c2=O)[C@H](O)[C@H](O)[C@H]1O,4.7%,-4.0%,-8.2%,-0.4%,7.5%&13.6%,?,-6.5%,0.0,3.5%,1.3%

# Not all compounds are listed; the hit share may differ from the screen's.
